# Compound activity from PubChem BioAssay.
# ANO1 activ: activates or potentiates the mouse TMEM16A chloride channel; Q8BHY3; HEK293 TMEM16A/YFP-H148Q/I152L, iodide quench fluorescence; stronger effect = lower value; B-score at 10 µM; 0.3% of 340,000 active; AID 623877;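 active means fluorescence-ratio B-score plate-corrected deviation score at least 3 library SD below zero, with starting fluorescence score within 5 deviations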;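 further: channel opened by trigger with iodide after compound preincubation; score built on the fluorescence ratio of max minus min over baseline; more negative score means more quench and so TMEM16A activation or potentiation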
# MrgX1 allo act: allosterically activates human MrgX1 receptor signaling; B-score at 10 µM; MrgX1-HEK293, Fluo-4 calcium flux, FDSS; stronger effect = higher value; 0.63% of 310,000 active;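 active means plate-corrected calcium response at least 3 library SD above typical, normal starting fluorescence, not activating the receptor alone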;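 further: compound read alongside a low EC10 to EC30 dose of BAM8-22 agonist; peak minus trough fluorescence over baseline measured at the second addition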
# KCNK3 inh: human KCNK3 channel inhibition, primary screen. O14649. CHO-KCNK3 thallium flux, FluxOR fluorescence; stronger effect = lower value. B-score at 10 µM. 0.84% of 340,000 active. AID 602410;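 active means B-score under library mean minus 4 SD, starting fluorescence ratio at most library mean plus 5 SD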;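 further: more negative B-score means stronger inhibition of thallium flux through KCNK3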
# TMEM16A inh: mouse TMEM16A channel inhibition, primary screen; HEK293 TMEM16A/YFP iodide influx fluorescence, ionomycin; AID 588511; 1.2% of 310,000 active; normalized B-score (activity score, 25-100; higher = stronger inhibition) at 10 µM; Q8BHY3;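 active means ratio plate-corrected score three or more library SD toward inhibition, starting fluorescence score within five deviations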;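 further: score derived from kinetic fluorescence span divided by baseline fluorescence per well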
# MrgX1 agonist: activates human MrgX1 receptor signaling. 0.44% of 310,000 active. B-score at 10 µM. MrgX1-HEK293 cells, Fluo-4 calcium fluorescence, agonist mode; stronger effect = higher value;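 active means calcium response B-score plate-corrected fluorescence ratio at least 3 library SD, with starting fluorescence B-score inside 5 SD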
#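 Assay system: MrgX1-expressing HEK293 cells / Amount: fifteen thousand cells per well / Doses: test compound in the initial addition of three / Timing: cells plated overnight, dye loaded 0.5 h 37 °C, 0.5 h room temperature / Technique: kinetic calcium dye fluorescence, Fluo-4 NW / Control set: positive and negative controls per plate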
# * marks the source's active call; other numbers are inactive results; i = inactive; x = not tested or not shown. Not all compounds are listed (hit frequency here may not be typical).
1) COC(=O)C1=C(c2ccc(OCc3ccccc3)cc2)C[C@@H]2CC[C@H]1N2C(=O)NCc1cccc(OC)c1
2) N=C1c2ccccc2CN1NC(=O)c1ccco1
3) COC(=O)C1=C(c2cccc(C#N)c2)C[C@@H]2CC[C@H]1N2C(=O)NCCO
4) O=[N+]([O-])c1cccc(O)c1
5) C=CC(=O)OCCO
6) O=[N+]([O-])c1cccc2c([N+](=O)[O-])cccc12
7) COC(=O)C1=C(c2ccc(F)cc2OCc2ccccc2)C[C@@H]2CC[C@H]1N2C(=O)NCc1ccc(F)cc1
8) O=C1NC(=O)C2(CCCc3ccc(N(CCCl)CCCl)cc32)N1 (configuration not stated)

assay / entry | 1 | 2 | 3 | 4 | 5 | 6 | 7 | 8
ANO1 activ | i | i | i | i | i | i | i | i
MrgX1 allo act | x | x | x | x | x | x | x | x
KCNK3 inh | i | i | i | i | i | i | i | i
TMEM16A inh | x | x | x | x | x | x | x | x
MrgX1 agonist | x | x | x | x | x | x | x | x

# Continued; the last 2 above are carried over.
7) COC(=O)C1=C(c2ccc(F)cc2OCc2ccccc2)C[C@@H]2CC[C@H]1N2C(=O)NCc1ccc(F)cc1
8) O=C1NC(=O)C2(CCCc3ccc(N(CCCl)CCCl)cc32)N1 (configuration not stated)
9) COP(=O)(NC(C)=O)SC (configuration not stated)
10) COC(=O)C1=C(c2cccc(OCc3ccccc3)c2)C[C@@H]2CC[C@H]1N2C(=O)NCc1cccc(OC)c1
11) COC(/C(C)=C/C=C/C(C)=C/c1coc(C)n1)C(C)C1CC(O)C2(C)OC2C=CC(C)C2CC(CC(=O)O2)CC2OC2C(=O)O1 (configuration not stated)
12) O=C1/C(=C/c2ccccc2)C[C@@]2(O)[C@H]3Cc4ccc(O)c5c4[C@@]2(CCN3CC2CC2)C1O5 (some centres not stated)
13) N#Cc1ccc(NC(=O)CN2CCN(C(=O)c3cccs3)CC2)cc1Cl
14) COC(=O)C1=C(c2cccc(OCc3ccccc3)c2)C[C@@H]2CC[C@H]1N2C(=O)NCc1ccc(C(F)(F)F)cc1
15) COC(=O)C1=C(c2c(C)noc2C)C[C@@H]2CC[C@H]1N2C(=O)N1CCC(O)CC1
16) COc1ccc2c(c1)NP(=S)(c1ccccc1)N2 (configuration not stated)

assay / entry | 7 | 8 | 9 | 10 | 11 | 12 | 13 | 14 | 15 | 16
ANO1 activ | i | i | i | i | i | i | i | i | i | i
MrgX1 allo act | x | x | x | x | x | x | x | x | x | x
KCNK3 inh | i | i | i | i | i | i | i | i | i | i
TMEM16A inh | x | x | x | x | x | x | x | x | x | x
MrgX1 agonist | x | x | x | x | x | x | x | x | x | x

17) COC(=O)C1=C(c2c(C)noc2C)C[C@@H]2CC[C@H]1N2C(=O)N1CCC(C)CC1
18) Cc1nc(C)c(C(=O)NN=Cc2ccc(N(CCCl)CCCl)cc2)s1
19) Nc1ccc(Cc2ccc(N)c(Cl)c2)cc1Cl
20) Cc1noc(C)c1CSCC(=O)Nc1ccc(C#N)c(Cl)c1
21) CC1CCN(S(=O)(=O)c2ccc(NN=C(C#N)C#N)cc2)CC1

assay / entry | 17 | 18 | 19 | 20 | 21
ANO1 activ | i | i | i | i | x
MrgX1 allo act | x | x | x | x | i
KCNK3 inh | i | i | i | i | x
TMEM16A inh | x | x | x | x | 100*
MrgX1 agonist | x | x | x | x | i

# Part of the list above in order of heavy-atom count, smallest number first.
16) COc1ccc2c(c1)NP(=S)(c1ccccc1)N2 (configuration not stated)
20) Cc1noc(C)c1CSCC(=O)Nc1ccc(C#N)c(Cl)c1
21) CC1CCN(S(=O)(=O)c2ccc(NN=C(C#N)C#N)cc2)CC1
13) N#Cc1ccc(NC(=O)CN2CCN(C(=O)c3cccs3)CC2)cc1Cl
17) COC(=O)C1=C(c2c(C)noc2C)C[C@@H]2CC[C@H]1N2C(=O)N1CCC(C)CC1
12) O=C1/C(=C/c2ccccc2)C[C@@]2(O)[C@H]3Cc4ccc(O)c5c4[C@@]2(CCN3CC2CC2)C1O5 (some centres not stated)
10) COC(=O)C1=C(c2cccc(OCc3ccccc3)c2)C[C@@H]2CC[C@H]1N2C(=O)NCc1cccc(OC)c1
14) COC(=O)C1=C(c2cccc(OCc3ccccc3)c2)C[C@@H]2CC[C@H]1N2C(=O)NCc1ccc(C(F)(F)F)cc1
11) COC(/C(C)=C/C=C/C(C)=C/c1coc(C)n1)C(C)C1CC(O)C2(C)OC2C=CC(C)C2CC(CC(=O)O2)CC2OC2C(=O)O1 (configuration not stated)

assay / entry | 16 | 20 | 21 | 13 | 17 | 12 | 10 | 14 | 11
ANO1 activ | i | i | x | i | i | i | i | i | i
MrgX1 allo act | x | x | i | x | x | x | x | x | x
KCNK3 inh | i | i | x | i | i | i | i | i | i
TMEM16A inh | x | x | 100* | x | x | x | x | x | x
MrgX1 agonist | x | x | i | x | x | x | x | x | x
